Compound activity as filed in PubChem BioAssay.
HTR5A inv ctr = counter-screen for OPRM1-OPRD1 inverse agonists: human HTR5A inverse agonism; inhibition, % at 9.3 µM; P47898; hit rate 0.083% among 340,000; HTR5A cell line, luminescence; in the data active = inhibition mostly above about 23%, no sharp cut-off; inactive = mostly below about 18%;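 also: 0% = cells with DMSO and 100% = no-cell wells with DMSO; some compounds called inactive have numbers as strong as hits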
CDK5 p35 inh = inhibitors of human CDK5/p35 kinase. Q00535+Q15078. Recombinant CDK5/p35, ADP-Glo luminescence, 60 min. inhibition, % at 10 µM. hit rate 0.01% among 330,000;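 active = highest replicate inhibition of at least 50% and at least 75% of replicates reaching 50%; inconclusive = only one of the two criteria met; inactive = both criteria failed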;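 also: plate controls were DMSO neutral control for no effect and GW8510 at 10 µM for full effect; many of its hits are not listed in these tables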
HTR5A ag = counter-screen for OPRM1-OPRD1 agonists: human HTR5A agonism; P47898; HTR5A agonist assay, luminescence, cell-based; activation, % at 9.3 µM; hit rate 0.61% among 340,000; AID 504692; in the data active = activation mostly above about 9.5%, no sharp cut-off; inactive = mostly below about 7.6%;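 also: 0% = cells with vehicle only and 100% = reference agonist; strong numbers were not always called active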
NSD2 inh = NSD2 (human) methyltransferase inhibition. O96028. NSD2 peptide methylation, AlphaScreen, 120 min. inhibition, % at 12.5 µM. hit rate 0.54% among 310,000. AID 743445; in the data active = inhibition above about 50%
SR-BI HDL uptake = blocks mouse SR-BI lipid uptake from DiI-HDL; Q61009; ldlA[mSR-BI] CHO cells, DiI-HDL uptake fluorescence, 3 h; inhibition, % at 12.5 µM; hit rate 0.96% among 320,000; AID 488896;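 active = mean replicate inhibition of at least 70% and a set share of replicates each scoring 70 or more; inconclusive = meets just one of the two criteria; inactive = fails both criteria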;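 also: 0% = median of neutral control wells and 100% = median of positive control wells; values of inactives mirror those of a sister screen read the other way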
Wnt act = activators of Wnt/beta-catenin signaling. activation, % at 9.35 µM. Wnt/beta-catenin reporter cell assay, activator, plate reader. AID 743398. hit rate 1.2% among 300,000; in the data active = activation above about 30%, passing the limit was not always enough; inconclusive = no clear call, values can overlap the other calls;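 also: 0% = neutral control wells and 100% = positive control wells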
MITF TRPM1 HTS = MITF TRPM1 promoter activation in melanoma cells; SK-MEL-5 TRPM1-promoter luciferase, 24 h; % of positive control, neutral wells = 0; activation, % at 12.5 µM; hit rate 0.75% among 300,000; AID 588334;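 active = mean activation of at least 80% with every replicate also reaching 80%; inconclusive = mean reaches 80% but some replicate falls short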;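 also: 0% = neutral control wells and 100% = parthenolide positive control wells; values of inactives mirror those of a sister screen read the other way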
dFosB activator = activators of mouse delta FosB homodimer. P13346. purified delta FosB, TAMRA-CDK5 oligo fluorescence polarization; percent of positive-control signal above neutral wells. activation, % at 25 µM. hit rate 0.99% among 340,000;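 active = mean activation above about 17%, with every replicate also reaching it, limit read from the data, passing the limit was not always enough; inconclusive = only one of the two conditions met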;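 also: fluorescence polarization rise as delta FosB binds a TAMRA Cdk5 AP-1 oligo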
PvdQ acylase = blocks Pseudomonas aeruginosa PvdQ acylase activity; purified PvdQ acylase, fluorescence plate reader; inhibition, % at 10 µM; hit rate 0.063% among 340,000; AID 488965; in the data active = inhibition above about 30%, passing the limit was not always enough; inconclusive = no clear call, values can overlap the other calls;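 also: 0% = vehicle neutral wells and 100% = reference inhibitor wells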
V-ATPase pH = regulators of yeast V-ATPase proton transport; hit rate 0.37% among 350,000; AID 504577; S. cerevisiae, pHLuorin cytosolic pH fluorescence; response, % at 10 µM; in the data active = response mostly above about 7.3%, no sharp cut-off; inactive = mostly below about 5.4%; also: actives read high; inactives centre near 0; some compounds called inactive have numbers as strong as hits; reference of the scale not given here
The depositor's hits bear a star; ? = inconclusive; . = not tested or not shown.

molecule	HTR5A inv ctr	CDK5 p35 inh	HTR5A ag	NSD2 inh	SR-BI HDL uptake	Wnt act	MITF TRPM1 HTS	dFosB activator	PvdQ acylase	V-ATPase pH
CCn1c(/C=C2\C(=O)N(C)c3ccccc32)nc2ccccc2c1=O	9.2	-0.5	-5.0	-10.2	-37.4	-1.0	-31.4	-9.8	-12.6	-0.7
Cn1c(=O)oc2cc(S(=O)(=O)N3CCC(C(=O)N4CCN(c5ccc(F)cc5)CC4)CC3)ccc21	5.0	2.2	-1.2	-1.2	-18.1	-1.1	7.4	-8.8	-4.5	0.4
CCN(c1ccccc1)S(=O)(=O)c1cc(C(=O)NCC(c2ccco2)N2CCCCC2)ccc1C (stereo not given)	-16.0	-0.1	6.5	0.5	-8.8	-0.8	-13.8	-9.5	5.3	0.3
O=C(CSc1ncnc2nc[nH]c12)NCCc1ccccc1	-6.9	1.5	-2.8	-2.2	-7.5	.	-1.6	-15.1	-3.3	9.5
Cc1cc(NC(=O)C2CCN(S(=O)(=O)Cc3ccccc3)CC2)ccc1-n1cnnn1	-3.6	-1.0	-1.3	.	-5.4	0.6	-12.0	1.2	-7.9	0.3
CCOc1ncccc1C(=O)OCC(=O)Nc1cc(C)ccc1C	-25.9	1.1	7.2	-2.6	-6.5	.	5.0	-5.0	-12.4	5.0
CCN(C(=O)c1cc2c(=O)[nH]c3ccc(C)cc3c2s1)c1cccc(C)c1	4.2	1.4	-1.5	-0.8	9.8	-11.9	11.4	-10.7	-8.0	-2.5
Oc1ccc(/C=N/Nc2cc(N3CCCC3)nc(N3CCCC3)n2)cc1	-5.8	-1.4	-5.8	7.1	42.6	1.2	-7.1	13.1	-6.8	-2.8
N=C(N)N1CCc2ccccc21	16.2	-3.9	-1.7	0.7	-7.3	-1.7	7.5	-2.0	-6.0	-3.4
CC(=O)OC(C(=O)NC1CCCCC1)c1ccncc1 (stereo not given)	-14.9	3.1	-7.2	0.8	-6.7	0.0	-3.1	-7.8	-7.5	-2.8
COc1ccc(C(=O)COC(=O)c2ccccc2NS(=O)(=O)c2ccc(O)c([N+](=O)[O-])c2)cc1	-19.6	1.7	0.9	-0.5	.	3.3	10.8	-7.8	5.4	-3.8
Cc1ccc2sc(NC(=O)CSc3nc(C)cc(C)c3C#N)nc2c1	-40.9	-5.0	2.5	12.7	2.9	.	52.0	-3.0	-11.6	-2.2
C=CCNCc1cccn1-c1ccccc1	16.4	1.8	-4.7	34.4	7.7	.	0.8	-4.4	-5.5	1.4
Cc1cc(OCC(=O)NC2CC2)c2c(C)c(C)c(=O)oc2c1	3.9	-1.4	3.2	1.4	20.7	1.2	-12.1	-10.4	-13.1	1.1
O=C(Nc1nc(-c2ccco2)c(-c2ccco2)s1)C1CC(=O)N(c2ccc3c(c2)OCCO3)C1 (stereo not given)	4.9	0.2	-0.5	8.5	16.7	-4.6	-14.4	-6.6	8.7	-1.1
COc1ccc(CN2CCN(c3ccccn3)CC2)c(OC)c1	-11.8	0.7	3.9	-1.2	-24.9	-0.8	.	-7.4	-9.4	-1.8
Cc1ccc(C)c(NC(=O)c2cc(S(=O)(=O)N3CCCCC3)c[nH]2)c1	-1.2	0.8	0.4	.	23.0	-1.7	.	-0.9	-12.5	-2.9
Cc1ccc(C(=O)NC(C)C(c2cccs2)N2CCCC2)s1 (stereo not given)	-20.6	-0.4	8.4	-9.9	-43.7	0.0	-7.2	1.1	-12.9	-2.3
O=[N+]([O-])c1ccccc1NCc1ccccc1Cl	5.3	-1.8	-2.1	4.5	-7.2	1.0	12.5	-2.8	4.5	-1.7
COc1cccc2cc(C(=O)C3=C(O)C(=O)N(Cc4ccco4)C3c3cccnc3)oc12 (stereo not given)	-9.9	-1.8	1.3	.	-9.9	.	2.1	-9.9	-11.3	-2.4
Cc1nnc(N(Cc2ccco2)C(=O)c2ccno2)s1	-6.9	1.9	1.7	-0.6	-8.6	.	16.0	-3.7	-16.8	-2.7
COc1ccc(OCCCC(=O)Nc2nc(-c3ccccn3)cs2)cc1	-11.4	-1.9	11.7	0.0	5.0	-0.3	-11.5	-4.2	-10.7	0.5
Cc1ccc2nc(-c3ccccc3)nn2c1	-5.9	0.5	1.4	0.1	38.8	-1.0	-40.6	-10.7	-3.3	-1.6
COC(=O)c1ccccc1NC(NC(=O)c1ccco1)C(=O)c1ccccc1 (stereo not given)	7.8	0.6	1.2	1.4	9.9	.	-4.6	-3.4	1.3	-1.5
CCOC(=O)N1CCC(=NNS(=O)(=O)c2cccc([N+](=O)[O-])c2)CC1	-32.1	0.0	4.3	1.2	7.5	.	-4.8	-10.7	-16.6	-0.4
CCN(CC)CCNC(=O)C(C)c1nn(CC)c(=O)c2ccccc12 (stereo not given)	-4.7	-1.5	1.0	38.9	3.2	-0.7	-2.9	-0.5	-16.0	0.5
O=C(O)c1ccc(N=NN2CCCCC2)cc1	.	0.3	.	1.8	-25.6	7.9	33.7	0.5	-0.9	1.2
CCOC(=O)N1CCC(NC(=O)c2cnn3ccccc23)CC1	-2.9	-0.4	1.0	.	-9.9	-0.6	.	1.9	-11.9	-0.9
CC(C)(C)OC(=O)N(CCc1ccccc1)Cc1ccc(OCc2cccc(NC(=O)c3ccccc3)c2)cc1	-5.9	0.8	1.6	.	21.4	-6.5	8.1	-4.8	4.6	-0.8
CCOC(=O)C=Nc1c(N)n(C)c(=O)n(C)c1=O	-15.5	0.3	-2.5	1.9	-12.5	6.0	2.8	2.4	-7.6	2.1
C=CCNC(=O)CN(c1ccccc1OCC)S(=O)(=O)c1ccc(C)cc1	-11.9	1.2	2.6	-2.9	-11.9	-0.9	8.7	-3.8	2.5	6.8
COc1ccc(S(=O)(=O)N2CCC(C(=O)NCC3CCCO3)CC2)cc1C (stereo not given)	-2.8	0.6	-2.8	1.2	3.3	.	-13.2	-1.3	-9.9	1.2
Cc1cc(N2CCC(C)CC2)nc(-n2nc(C)cc2C)n1	13.8	0.3	-4.7	8.5	29.6	.	-8.3	2.3	-10.2	-3.0
CCCC(=O)c1ccc(N2CCN(C(=O)c3ccc(Br)cc3)CC2)c(F)c1	23.6	-2.0	-9.0	0.4	18.3	.	-9.8	-9.7	5.5	-5.8
COCCNC(=S)Nc1ccccc1[N+](=O)[O-]	6.8	0.3	-3.3	0.0	-29.2	-0.3	-4.0	5.8	-7.6	2.8
CCOc1ccccc1NC(=O)COc1cccc(-n2cnnn2)c1	10.5	1.2	-4.0	.	42.1	-2.0	10.3	-1.0	6.1	4.1
C/C(=N\NC(=O)Nc1ccccc1)c1ccccc1	8.8	0.4	0.6	-3.6	-4.3	-2.0	19.5	-8.9	3.2	-3.5
O=C1CCCN1CCCn1cnc2c([nH]c3ccc(F)cc32)c1=O	21.3	0.1	2.7	-0.6	14.8	-0.2	-4.3	2.0	-0.9	-0.1
CSc1nnc2c(n1)c(C)nn2-c1ccc(C)cc1	9.7	0.0	-3.8	-5.5	-5.7	3.7	66.7	-6.6	0.1	-2.6
CCCC(=O)N(CC(=O)Nc1sc(C)c(C)c1C(N)=O)Cc1ccccc1	-44.2	-0.1	1.8	0.1	-12.5	-0.7	.	-0.9	2.4	0.3
COc1ccc2[nH]c(=O)c(CN(Cc3ccco3)C(c3nnnn3Cc3ccccc3)C(C)C)cc2c1 (stereo not given)	-9.6	-2.9	-3.8	7.2	1.4	.	.	-3.2	-21.5	-2.4
O=C(CCS(=O)(=O)c1ccc(Cl)cc1)NCCc1c[nH]c2ccccc12	10.3	-0.5	1.4	-2.8	0.8	-1.4	-21.7	-6.6	8.3	2.8
Cc1ccc(C(=O)Nc2ccc(C(=O)/C=C/c3cccs3)cc2)cc1	-35.9	0.3	-0.8	0.5	47.9	8.7	.	-6.6	4.5	-7.2
COC(=O)C(=O)/C=C(\O)c1ccc(C)cc1	-7.4	1.5	-2.5	.	-20.2	1.8	4.7	1.8	8.9	-2.3
CSc1nnc(C)c(=O)n1COC(=O)COc1ccc2ccccc2c1	3.9	0.1	-1.1	4.4	1.5	-5.4	1.1	-1.1	4.0	0.7
Cc1ccc(-c2ccnc3nc(-n4cccc4)nn23)o1	-7.8	1.0	2.9	-0.8	13.0	-11.3	3.9	-35.6	7.8	-3.1
O=C(Nc1ccccc1)C1CCCN1/C=C/C(=O)C(F)(F)F (stereo not given)	-35.3	0.0	6.1	11.6	-1.2	10.1	17.5	-2.6	10.1	4.9
CCN(CC)c1ccc(NC(=O)CSc2nc3ccccc3c(=O)[nH]2)cc1	1.3	-0.2	-0.5	1.1	.	0.6	-11.5	-11.8	-7.0	-0.2
CC(C)(c1ccc(O)cc1)c1ccc(O)cc1	4.8	1.4	-1.3	0.3	-1.4	0.0	1.6	-0.5	3.2	-0.1
CC(C)Cc1nnc(NC(=O)CN2C(=O)c3ccccc3C2=O)s1	24.5	-1.2	-1.6	-1.9	-1.4	-1.6	-3.1	-4.2	-0.1	-3.6
Cc1ccc2cc(C3CC(c4ccco4)=NN3C(=O)CCC(=O)O)c(Cl)nc2c1 (stereo not given)	18.1	-0.1	-4.9	0.6	1.6	.	11.1	5.6	-1.5	1.3
Cc1ccc(F)cc1NC(=O)C12CC3CC(C1)CC(n1cnc([N+](=O)[O-])n1)(C3)C2	-8.9	2.4	-2.2	5.1	17.5	0.0	-20.8	-3.2	-21.6	0.0
c1ccc(-c2noc(CC3CCCCC3)n2)cc1	9.8	-1.3	0.3	-2.8	1.8	9.8	?	-7.0	-11.3	1.0
COc1ccc(C)cc1NC(=O)c1cc2c(s1)CCC2	18.7	-1.3	0.0	0.2	-12.2	.	24.2	-1.3	-8.1	1.7
Cc1cc(C)c(C#N)c(SCc2cn3c(C)cccc3n2)n1	2.1	-0.4	-0.6	0.0	32.2	-3.4	9.8	-2.0	-11.6	-1.5
O=C(NCc1ccccc1)/C(=N\O)c1ccccc1	-12.0	1.5	3.9	-2.5	-12.4	13.9	43.7	4.9	-19.9	-0.3
O=Cc1cccn1-c1ccc2ccccc2c1	4.9	-1.4	-1.7	3.8	-34.7	1.1	10.6	-6.3	-10.9	0.0
O=C(NC1CCN(Cc2ccccc2)CC1)c1cc(Br)c(Br)[nH]1	13.8	0.7	-5.6	-9.5	6.4	-1.4	2.7	-15.1	-6.8	10.4*
N#Cc1c(-c2ccc(F)cc2)noc1N	-4.8	2.2	2.0	-1.5	-21.1	-1.0	-8.7	-2.1	-6.4	7.4
COc1cc(SC)ccc1C(=O)NCCOc1ccccc1Cl	-5.8	-2.7	1.9	-0.8	47.7	.	.	-9.5	-8.4	-1.0
